Assay outcomes (PubChem BioAssay)
14-3-3 PPI = 14-3-3 gamma protein interaction modulation; P61981; AID 422; inhibition, % at 40 µM; FP, 14-3-3gamma / TMR-pS259-Raf peptide binding; actives 0.19% (n = 160,000); in the data active means inhibition above about 30%;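 further: 0% = protein plus tracer without compound and 100% = blank with tracer alone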
Target sequence (P61981 whole entry, looked up): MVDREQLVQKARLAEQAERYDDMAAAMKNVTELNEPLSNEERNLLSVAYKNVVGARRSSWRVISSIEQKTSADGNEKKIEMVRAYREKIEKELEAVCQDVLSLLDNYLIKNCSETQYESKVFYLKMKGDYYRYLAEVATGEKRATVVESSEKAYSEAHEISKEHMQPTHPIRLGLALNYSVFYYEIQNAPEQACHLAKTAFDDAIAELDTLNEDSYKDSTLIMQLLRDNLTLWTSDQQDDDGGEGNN
Numbers without * were called inactive; & = joins results of further samples. An excerpt; the hit share may differ from the screen's.

SMILES	14-3-3 PPI
COc1ccc(OC)c(NC(=O)Cn2c(C)cc3ccccc3c2=O)c1	-6
COc1ccc2cc(-c3csc(Nc4ccc(F)cc4)n3)c(=O)oc2c1	-6
Cc1ccc(C(=O)C2C(c3cccc(Oc4ccccc4)c3)NC(=O)NC2(O)C(F)(F)F)cc1 (configuration not stated)	-11
COc1ccc(-n2ccnc2SCC(=O)Nc2nc3ccc(C)cc3s2)cc1	-1
COC(=O)c1c(NC(=O)C2CC2)sc2c1CCN(C(C)=O)C2	2
COc1ccc(-c2cc(C(F)F)n3ncc(C(=O)N4CCSCC4)c3n2)cc1	1
CCOC(=O)Cn1c(=N)n(CCOc2ccc(C(C)(C)C)cc2)c2ccccc21	-4
O=C(CCC1CCCCC1)NC1=NCCS1	-7
Cc1ccc(-n2ncc3c(=O)[nH]c(SCC(=O)c4ccccc4)nc32)cc1C	8
COc1ccc(OC)c(NC(=O)CCNS(=O)(=O)c2cccc3nsnc23)c1	-13
CC(=O)C1=C(O)C=C(c2ccco2)CC1c1ccco1 (configuration not stated)	-12
Cn1cc(Cl)c(-c2n[nH]c(=S)n2Cc2ccco2)n1	-8
CCC(C(=O)NCCc1ccc(Cl)cc1)N1C(=O)COc2ccc(C(C)(C)C)cc21 (configuration not stated)	0
Cc1onc(-c2ccccc2Cl)c1C(=O)NCc1ccco1	-44
CCOC(=O)c1cnc2cc(Cl)c(OC)cc2c1NC1CCCCC1	-5
C=CCc1c(C)nc2nc(SCC(=O)Nc3cccc(Cl)c3C)nn2c1C	-5
N=C1SCC(=O)N1c1ncc(Cc2ccc(F)cc2)s1	-30
CCN(CC)CCCN1C(=O)c2oc3ccccc3c(=O)c2C1c1cccnc1 (configuration not stated)	2
CC(=O)C1=C(O)C(=O)N(CCc2ccccc2)C1c1ccccc1F (configuration not stated)	-5
Cc1ccc(CNC(=O)C(NS(=O)(=O)c2cccs2)C(C)C)cc1 (configuration not stated)	0
CC1(C)[N+]([O-])=C2C(=[N+]([O-])C1(C)C)c1ccccc1/C2=N\O	10
CC(C)CC(Nc1ncnc2sc3c(c12)CCC3)C(=O)O (configuration not stated)	-6
COc1ccccc1CNC(=O)c1ccc(CNc2c(N3CCCC3)c(=O)c2=O)cc1	3
Cc1ccc(NC(=O)C(C)N(c2ccccc2)S(C)(=O)=O)cc1C (configuration not stated)	-11
CCc1ccc(C2=NN(C(=O)c3cccnc3)C(O)(C(F)(F)F)C2)cc1 (configuration not stated)	-7

(listing goes on)
SMILES	14-3-3 PPI
COc1ccc2c(c1)c(C(=O)N1CCN(C)CC1)c(C)n2-c1ccccc1	2
COC(=O)COc1ccc(S(=O)(=O)Nc2ccc3c(c2)OCO3)cc1	-10
O=C(Nc1ccc2oc(-c3cccc4c(Br)cccc34)nc2c1)c1ccc(F)cc1	-21
Cc1scc(C(=O)Nc2ccon2)c1-c1ccccc1	2
Cc1ccccc1CSc1ccc(C(=O)N2CCOCC2)cc1[N+](=O)[O-]	0
Cc1nc2nc[nH]n2c(=O)c1[N+](=O)[O-]	-7
Cc1ccc(N2CCN(C(=O)Cn3cnc4sc(C)c(C)c4c3=O)CC2C)cc1 (configuration not stated)	-10
Cc1ccc(C)c(OCC(=O)Nc2nc(-c3ccc(Br)cc3)cs2)c1C	-4
CC1CCN(Cc2nc3c(c(=O)n(C)c(=O)n3C)n2CCc2ccccc2)CC1	-19
O=C(CCCCCn1c(=S)[nH]c2ccc(Br)cc2c1=O)NCc1ccco1	-7
Cc1nc2nc(SCC(=O)NCCc3ccccc3)nn2c(C)c1Cc1ccccc1F	-4
Cc1ccc(OCc2nc(-c3ccc(Br)cc3)no2)cc1	-3
Cc1ccc2c(NC(=O)C3CC3)cccc2n1	-8
N#Cc1c(-c2ccccc2Cl)c(C#N)c2nc3ccccc3n2c1N	-84
CCSc1nnc2c(n1)OC(c1ccc(-c3ccc(F)cc3)o1)N(C(C)=O)c1ccccc1-2 (configuration not stated)	-12
c1ccc(-c2nc(N3CCCCCC3)c3ccccc3n2)cc1	-8
CCc1cccc(NS(=O)(=O)c2ccc3[nH]c(=O)sc3c2)c1	-9
Cc1cccc(C(=O)NC2CC3CCCC(C2)N3C(=O)NC2CCCCC2)c1 (configuration not stated)	-7
COc1ccccc1C1CC(c2ccc(I)cc2)Nc2ncnn21 (configuration not stated)	4
Cc1ccc(-c2csc(NC(=O)COc3cc(C)ccc3C(C)C)n2)cc1	-4
COc1ccc(NC(=O)CSC2=NC(=O)CC(C)=N2)cc1	-7&-13
Cc1ccc(C(=O)N2CCN(c3ccc(F)cc3)CC2)cc1[N+](=O)[O-]	-3
COc1ccc2[nH]c(=O)c(CN(Cc3nnnn3Cc3ccco3)C3CCCCC3)cc2c1	-12
Cc1cc2nc(-c3cccc(NC(=O)c4ccccc4[N+](=O)[O-])c3)oc2cc1C	-64
O=C(c1ccc([N+](=O)[O-])cc1Cl)N1CCN(Cc2ccccc2)CC1	-3

Continued.
SMILES	14-3-3 PPI
CCC(C)C(NCc1cccc(Br)c1)C(=O)O (configuration not stated)	-8
O=[N+]([O-])c1cc(Nc2ncnc3ccccc23)cc(Oc2ccccc2)c1	-5
Cc1ccc(CNC(=O)CNC(=O)c2ccco2)cc1	0
Cc1ccccc1CN1CCN(C(=O)c2ccncc2)CC1	7
COC(=O)C(C(F)(F)F)C(F)(F)Sc1cc2c(cc1O)OCO2 (configuration not stated)	9
CS(=O)(=O)N(CC(=O)NCc1ccc2c(c1)OCO2)Cc1ccccc1	-2
